Exocytosis inh – lytic granule exocytosis inhibition. TALL-104 LAMP-1 surface exposure, flow cytometry; cells stimulated with thapsigargin and PMA. inhibition, % at 10 µM. 0.66% of 360,000 active;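 active = inhibition above about 55%, limit read from the data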
H9c2 protect – myocardial damage modulation in H9c2 cells | protection from H2O2 cell death, % at 20 µM | H9c2 cardiomyocytes, H2O2 injury protection, ATPLite, 2 h | AID 588492 | 0.63% of 360,000 active;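 active = compounds giving at least 50% protection of heart cells from peroxide-induced death in the single-dose screen, raw or plate-pattern-corrected value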;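 note: 0% = DMSO wells with peroxide and 100% = DMSO wells without peroxide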
CaV13 ICDI inh – Primary screen for inhibitors of IQ motif and Ca2+-dependent inactivation inhibitor domain binding in CACNA1D, Förster resonance energy transfer in living cells, …; HEK cells, CFP/YFP FRET ICDI-IQ, plate reader, 10 min; percent FRET-ratio fall versus neutral wells; inhibition, % at 12.3 µM; 0.098% of 340,000 active; AID 743397;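 active = mean replicate inhibition of at least 30% and at least 1% of replicates passing that level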;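 note: 0% = median of the neutral control wells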
PDI turbidity – inhibitors of human protein disulfide isomerase; inhibition, % at 10 µM; P07237; 0.052% of 350,000 active; PDI insulin aggregation turbidity, A650, 90 min;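 active = mean inhibition across replicates of 30% or more, whatever share of single replicates reach that level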;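 note: absorbance from insulin aggregation driven by PDI reduction with DTT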
Target sequence (P07237 whole entry, looked up): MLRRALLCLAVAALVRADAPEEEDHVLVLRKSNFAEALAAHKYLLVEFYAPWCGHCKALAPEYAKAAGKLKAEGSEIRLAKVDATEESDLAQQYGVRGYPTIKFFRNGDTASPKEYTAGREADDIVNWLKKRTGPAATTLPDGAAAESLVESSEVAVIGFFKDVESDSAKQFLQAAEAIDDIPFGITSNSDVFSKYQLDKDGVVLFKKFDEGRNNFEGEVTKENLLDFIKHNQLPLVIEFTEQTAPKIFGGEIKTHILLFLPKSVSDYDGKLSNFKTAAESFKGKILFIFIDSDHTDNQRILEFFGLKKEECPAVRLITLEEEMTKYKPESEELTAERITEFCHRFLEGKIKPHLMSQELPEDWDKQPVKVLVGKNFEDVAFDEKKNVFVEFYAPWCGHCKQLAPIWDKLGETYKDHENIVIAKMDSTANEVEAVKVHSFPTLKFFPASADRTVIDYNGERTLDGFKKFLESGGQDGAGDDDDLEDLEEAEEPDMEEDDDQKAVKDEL
ABHD5 PLIN5 PPI – blocks binding of human ABHD5 to perilipin-5; Q00G26+Q8WTS1; Split G. princeps luciferase complementation, luminescence, 4 h; inhibition, % at 4 µM; 0.78% of 360,000 active; AID 602281;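 active = inhibition above the mean inhibition across every tested compound plus 3 SD, cut at about 22% in these data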;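 note: 0% = DMSO only wells and the 100% control is not disclosed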
ABCB6 inh 2 – blocks the human ABCB6 transporter | K562-ABCB6 porphyrin accumulation, flow cytometry, 1 h; hits give low values | fluorescence ratio to DMSO, % at 10 µM | 0.19% of 360,000 active | Q9NP58 | AID 602162;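 active = fluorescence ratio to DMSO below 75%, the collection mean minus 3 SD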;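 note: signal is porphyrin accumulated inside mitochondria; 100% equals median channel fluorescence of DMSO control wells; lower ratio means ABCB6 inhibition with less porphyrin fluorescence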
MC4R antagonist – antagonists of human melanocortin 4 receptor (MC4R) | MC4R-expressing cells, MTII-stimulated cAMP, LANCE TR-FRET | 0.48% of 360,000 active | inhibition, % at 6.5 µM;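 active = inhibition above its plate's cutoff, the mean of tested wells on that plate plus 3 SD, cut at about 29% in these data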;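 note: 0% = Melanotan II alone and 100% = Melanotan II plus saturating MCL0020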
Target sequence (P32245 whole entry, looked up): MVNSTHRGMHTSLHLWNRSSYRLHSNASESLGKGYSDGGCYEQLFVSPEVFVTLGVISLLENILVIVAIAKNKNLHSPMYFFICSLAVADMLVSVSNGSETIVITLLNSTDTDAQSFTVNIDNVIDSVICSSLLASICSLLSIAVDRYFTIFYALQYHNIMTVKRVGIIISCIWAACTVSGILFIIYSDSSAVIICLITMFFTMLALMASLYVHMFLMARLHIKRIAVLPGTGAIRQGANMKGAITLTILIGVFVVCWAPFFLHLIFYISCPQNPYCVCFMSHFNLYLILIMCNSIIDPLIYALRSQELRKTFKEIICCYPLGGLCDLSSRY
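Assay system: U2OS cells stably expressing human melanocortin 4 receptor (MC4R) / Dosing: 6.5 µM / Timing: compound 30 min, challenge 1 h, detection 1 h / Measured by: Eu-cAMP/anti-cAMP TR-FRET, emission 671 nm / Replicates: singlicate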
m5-HT2A agonist – agonists of mouse serotonin 5-HT2A receptor (HTR2A); P35363; CHO-K1 mHTR2A beta-arrestin complementation, luminescence; percent of 30 µM serotonin response; activation, % at 7.6 µM; 0.66% of 360,000 active;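 active = activation above a run cutoff, the mean activation of all tested compounds plus 3 SD, cut at about 14% in these data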;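 note: 0% = plate median of compound wells and 100% = 30 µM serotonin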
Glyco luc inh – N-linked glycosylation inhibition; AID 588692; D54 ERlucT glycosylation luciferase reporter, 24 h; percent of 100 nM tunicamycin response; reporter increase, % at 12.5 µM; 0.23% of 360,000 active;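 active = mean luciferase reporter signal, scaled so untreated is 0 and the glycosylation-blocking control 100, at or above a set limit in every replicate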;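 note: luciferase carries N-glycosylation sites so blocking glycosylation raises the light; 0% = median of neutral control wells and 100% = median of 100 nM tunicamycin wells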
MC4R ag barr – activates human MC4R beta-arrestin recruitment; P32245; U2OS MC4R beta-arrestin complementation, luminescence; percent of melanotan II response, DMSO zero; activation, % at 8.9 µM; 0.98% of 360,000 active; AID 540308;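 active = activation above a per-plate cutoff, the mean activation of sample wells on that plate plus 3 SD, cut at about 8% in these data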
The depositor's hits bear a star; x = no result given.

Results follow in this order: MC4R antagonist	PDI turbidity	ABCB6 inh 2	Glyco luc inh	ABHD5 PLIN5 PPI	m5-HT2A agonist	CaV13 ICDI inh	Exocytosis inh	MC4R ag barr	H9c2 protect
1) Cc1c(C)c2ccc(O)c(CN3CCN(C)CC3)c2oc1=O
    12	-50	100	1	1	-9	-4	12	-1.5	6
2) O=C(CN1CCOCC1)N/N=C/C=C/c1ccccc1
    -2	-2	101	0	-2	2	-4	2	1.5	1
3) COc1ccc(CCN(C)C(=O)CN2C(=O)NC3(CCCCCC3)C2=O)cc1OC
    6	9	105	-1	8	-1	-6	-5	-1.4	0
4) COC(=O)N/N=C(\C)c1cccs1
    5	1	101	1	1	0	-5	2	0.0	4
5) CCCCNC(=O)C(NC(=O)c1ccc(-c2ccccc2)cc1)C(=O)c1ccccc1 (centres undefined)
    x	x	x	x	-15	-5	-5	-1	x	x
6) CCOc1ccc(C(=O)N2CCCN(C(=O)c3ccc(OCC)cc3)CC2)cc1
    2	-6	103	3	-7	3	-7	1	-0.9	-5
7) CC(C)c1ccc(NC(=S)NNc2ccc(Cl)c(C(=O)O)c2)cc1
    -3	4	95	-1	-32	1	-2	-1	-2.2	1
8) Cc1cccc(N2CCN(C(=O)CCc3nc4ccccc4[nH]3)CC2C)c1 (centres undefined)
    22	x	96	2	9	-4	-5	8	-1.5	-5
9) O=C1CCCCC1Nc1ccc2ccccc2c1 (centres undefined)
    2	-7	102	-8	-5	3	-5	-6	1.1	-6
10) CCc1nnc(NC(=O)c2ccc(OC)c(S(=O)(=O)N3CCCC3)c2)s1
    6	-1	99	5	14	-7	-3	3	-2.9	12
11) Cc1ccc(NC(=O)NC(=O)CSc2nnc(-c3ccc(OC(F)F)cc3)n2N)c(C)c1
    -6	5	98	1	-7	3	-6	0	3.5	-2
12) CCCn1ncc(C(=O)NC2CCCN(Cc3ccc(Cl)cc3)C2)c1C (centres undefined)
    2	13	103	-1	2	-6	-2	0	-2.6	-1
13) Nc1ncnc2c1ccn2[C@H]1CN(Cc2ccc3c(c2)OCO3)C[C@@H](COC(=O)c2ccccc2)O1
    8	3	93	0	3	-6	-5	7	-0.1	-5
14) COCCNC(=O)C(c1ccc(C)o1)N(C(=O)C(=O)NC1CCCCC1)c1ccc(F)cc1 (centres undefined)
    -5	4	105	1	8	2	-7	-11	-1.7	4
15) CCCCOC1NC(=O)NC(=O)C1(F)C(=O)OCC (centres undefined)
    x	x	102	1	1	-4	-10	2	x	-1
16) CCCCn1nnnc1C1(C)CCC(=O)N1CCOc1ccccc1 (centres undefined)
    x	x	102	x	1	3	-9	-5	x	x
17) COc1ccc(C(C)(C)C)cc1NC(=O)C1CC(=O)N(C2CCCC2)C1 (centres undefined)
    12	-2	105	0	2	0	-6	-6	-2.0	-2
18) OC(COc1ccccc1CNCc1cccnc1)CN1CCc2ccccc2C1 (centres undefined)
    0	11	96	-1	-1	-3	-6	17	1.1	18
19) O=C1NC(=S)N/C1=C\c1cccc([N+](=O)[O-])c1
    -7	10	97	2	-2	-2	-9	0	0.7	11
20) CCCCC(=O)Nc1cc(NC(=O)CC)ccc1Cl
    3	-1	93	0	1	6	-4	2	1.0	-1
21) CN(C(=O)COC(=O)c1ccc(C(C)(C)C)cc1)C1CCS(=O)(=O)C1 (centres undefined)
    1	-4	102	2	9	6	-5	4	-1.1	-1
22) Cc1cc(C)cc(N/C(N)=N/c2nc(C)cc(C)n2)c1
    2	-8	94	13	6	-2	-5	0	-2.4	-9
23) CC(C)(C)OC(=O)N1CCC(Cc2cc(-c3cccc(Br)c3)no2)(C(=O)O)CC1
    2	1	96	1	-10	6	-6	7	-0.6	-2
24) CCn1cc(CN2CCC(C(=O)Nc3ccc(Oc4cccnc4)cc3)CC2)c(C)n1
    7	5	90	1	-2	1	x	3	-1.5	-3
25) Cc1ccc(-n2cc(C(=O)c3ccc(N4CCN(C)CC4)cc3)nn2)cc1Cl
    10	-1	98	-1	1	-2	-1	-1	-2.6	0
26) Cc1cc(Cl)nc(NC(=O)Nc2cccc(Cl)c2)n1
    -3	2	99	-1	-14	-7	-3	14	0.0	-2
27) CN(Cc1nc(-c2cnccn2)no1)Cc1n[nH]c2c1CCCC2
    -7	-2	78	3	14	1	1	-2	2.9	-4
28) COc1ccc(CNC(=O)Nc2cccc(Cl)c2)cc1
    1	-3	99	-1	0	-3	x	13	-0.2	-2
29) CSc1nsc2nc(=O)c(/C=C3\C(C)=Nc4ccc(C)cc43)c(N)n12
    13	5	121	-1	-6	0	-84	78*	3.8	1
30) COc1ccc(C2(CNC(=O)c3ccco3)CCOCC2)cc1
    9	5	92	2	-4	-2	x	0	-0.9	5
31) CC(C)(C)NC(=O)CSc1nsc(SCC(=O)NC(C)(C)C)c1C#N
    -8	13	91	-3	4	0	-6	-2	2.2	-6
32) CSC1=Nc2sc3c(c2C2=NCCN12)CC(C)(C)OC3
    16	-2	98	-1	2	0	-3	-3	-0.7	-2
33) O=C(Oc1ccc(Br)cc1)C1CCN(C2=NS(=O)(=O)c3ccccc32)CC1
    -3	3	96	0	9	-4	-5	0	-4.8	-11
34) COC(=O)c1ccc(C(=O)OC)c(NC(=S)N2CC(C)CC(C)C2)c1 (centres undefined)
    18	-2	103	-1	5	8	-4	-4	-0.3	4
35) CCN(CC)C(=O)CSc1nnc(-c2cnccn2)n1-c1ccc(C)cc1
    2	0	94	1	1	5	-5	0	-1.5	-2
36) COc1ccc(CC(=O)Nc2cccc(-c3csc(C)n3)c2)cc1
    2	3	118	-1	-6	-4	x	1	-0.1	3
37) COc1ccc2cc(-c3[nH]ncc3CN3CCCC3c3nonc3C)ccc2c1 (centres undefined)
    -3	-4	91	14	1	-4	-5	1	-2.4	1
38) O=c1c(-c2ccccc2)cocc1-c1ccccc1
    -4	2	99	-1	6	12	-5	-9	-0.4	-1
39) OC(c1cc(-c2cccc(Cl)c2)nc2ccccc12)C1CCCCN1 (centres undefined)
    -7	-5	98	-9	19	10	-6	-5	4.8	-21
40) O=C(CSc1nnc(C2CC2)n1-c1ccccc1)Nc1ccc(N2CCOCC2)cc1
    20	-2	112	-1	5	3	-6	0	-0.2	-9

By substructure, those above with a thiophene ring, fused or not (2)
Results follow in this order: MC4R antagonist	PDI turbidity	ABCB6 inh 2	Glyco luc inh	ABHD5 PLIN5 PPI	m5-HT2A agonist	CaV13 ICDI inh	Exocytosis inh	MC4R ag barr	H9c2 protect
4) COC(=O)N/N=C(\C)c1cccs1
    5	1	101	1	1	0	-5	2	0.0	4
32) CSC1=Nc2sc3c(c2C2=NCCN12)CC(C)(C)OC3
    16	-2	98	-1	2	0	-3	-3	-0.7	-2

New compounds follow:
Results follow in this order: MC4R antagonist	PDI turbidity	ABCB6 inh 2	Glyco luc inh	ABHD5 PLIN5 PPI	m5-HT2A agonist	CaV13 ICDI inh	Exocytosis inh	MC4R ag barr	H9c2 protect
41) O=C(c1ccc(C(=O)N2CCCCCC2)cc1)N1CCCCCC1
    4	-3	105	0	-1	-1	x	1	-0.5	-3
42) CN(C)CCCN(Cc1cc2cc3c(cc2[nH]c1=O)OCO3)C(=S)Nc1cccc(Cl)c1
    -2	-1	111	-1	2	-6	-5	11	1.6	-2
43) CC(C)N(C(=O)Cn1c(SCC(=O)NC2CC2)nc2ccccc21)C(C)C
    1	-4	102	1	-5	7	-7	-14	-1.6	-3
44) CCC(Cc1ccccc1)NS(=O)(=O)c1c(C)nc2scc(C)n2c1=O (centres undefined)
    5	2	100	-1	-4	-1	-2	-4	-3.0	1
45) CC(C)[C@H](NC(=O)c1ccccc1)C(=O)OCC(=O)N1CCc2ccccc2C1
    11	-1	97	1	-7	2	-5	68*	1.2	0
46) O=C(Nc1ccc2c(c1)OCCO2)c1cccc(S(=O)(=O)N2CCCCC2)c1
    2	-6	101	-3	5	10	-6	0	0.3	-5
47) COc1cccc(OC)c1C(=O)NC(=S)NCc1ccccc1
    0	8	99	0	2	-1	5	-2	-2.8	6
48) Oc1ccc(N2Cc3ccccc3C2)cc1
    18	9	108	1	-3	-3	x	-6	0.1	2
49) CC(C)CN(CC(C)C)c1nnc(N)s1
    5	x	117	-1	8	0	-4	1	-1.0	-4
50) O=C1c2ccccc2C(=O)N1CCCc1nc(-c2ccccc2)no1
    0	-8	98	1	-3	-1	-7	2	-0.7	-1
51) CCOc1ccc(NC(=O)CNC(=O)c2ccco2)cc1
    3	-8	99	-1	-1	0	-21	-13	-1.6	6
52) COC1=C(OC)c2ccccc2C(C(=O)O)N/C1=C(/C)Nc1ccncc1 (centres undefined)
    4	-11	107	2	2	0	-7	0	-0.3	12
53) Cc1ccc2nc(-c3cccc(S(=O)(=O)N4CCCC4)c3)cn2c1
    7	-4	94	-1	1	2	-3	-5	-2.7	-11
54) C/C(CC(=O)NCc1ccco1)=N\NC(=O)Cc1ccccc1
    12	0	105	1	2	-5	x	0	-1.8	0
55) CC12CCC(C(=O)NNC(=O)c3ccc(F)cc3)(OC1=O)C2(C)C (centres undefined)
    -4	-4	99	4	2	-3	-7	-2	-0.3	1
56) FC(F)(F)c1cccc(NC(=S)Nc2ccc(Cl)cc2Cl)c1
    5	-1	88	-3	-5	1	-4	-3	2.3	-24
57) Cc1cc(Nc2ccccc2)c2c([N+](=O)[O-])cc(C)c(C)c2n1
    6	1	105	2	-4	4	0	0	2.9	-25
58) CC(C)(C)c1cc(C(=S)N2CCCC2)cc(C(C)(C)C)c1O
    -5	10	95	-4	2	-2	-2	23	-1.2	-4
59) C#CCOC(=O)C[N+](C)(C)C/C=C/c1ccccc1
    0	2	102	1	-7	-2	-6	2	0.3	-1
60) COc1ccc2nc(C)cc(N3CCN(c4ccccc4)CC3)c2c1
    -9	6	93	-3	-1	-11	-2	65*	1.1	-5
61) CCS(=O)(=O)c1ccc(O)c(NC(=O)c2ccc(S(=O)(=O)N3CCCCCC3)cc2)c1
    6	3	96	-2	7	0	-5	0	-1.5	9
62) COc1ccc(CN2C(=O)C(CC(=O)NCC3CCCCC3)CC(C(=O)N3CCOCC3)=C2C)cc1 (centres undefined)
    3	-3	102	1	-1	1	-3	-7	-2.0	-13
63) COCCn1c(C)cc(C(=O)COC(=O)c2ccc(-n3nc(C)cc3C)cc2)c1C
    2	-12	97	2	-2	-4	-5	-3	-1.2	-7
64) COc1ccc(OCC(O)CN2CCN(c3ccc(OC)cc3)CC2)cc1 (centres undefined)
    12	10	100	0	6	-4	-4	-20	-1.1	5
65) O=C(NCc1ccccc1)C1=C[C@@H](c2ccc(C(F)(F)F)cc2)C[C@@H](OCCCCO)O1
    4	1	98	-1	-3	-5	-6	2	-1.6	3
66) COc1ccccc1OCc1ccc(C(=O)N2N=C(C(F)F)CC2(O)C(F)F)o1 (centres undefined)
    -3	-14	108	0	1	3	-10	-2	3.9	1
67) CCCOC(=O)CN1C(=O)c2ccccc2C1=O
    10	-3	100	3	3	-2	x	-2	1.0	7
68) COc1ccc(CN2CCNC(=O)C2CC(=O)NCC2CCOCC2)c(F)c1 (centres undefined)
    -1	-1	98	x	2	5	-4	-4	-1.5	7
69) COc1ccc([N+](=O)[O-])cc1NS(=O)(=O)c1cc(C(=O)N2CCN(C)CC2)ccc1OC
    8	6	99	2	4	7	-16	1	-1.5	7
